Screening data (PubChem)
Nrf2 activator = qHTS of Nrf2 Activators. AREc32 ARE-luciferase reporter (MCF7-derived line), luminescence, 24 h. Potency, µM (doses to about 46.1 µM), without a hit: at the highest dose activation, hits mostly activators. hit rate 0.31% among 410,000; also: potency is read from the fitted curve at half-maximal effect; % of control where 0% means no effect; nearly all actives have a fitted effect of over 65% in size
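Each well held 1000 AREc32 cells, which were incubated with compound for 24 hr at 37 deg C after overnight attachment, and ARE reporter activity was quantified by firefly luciferase luminescence.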
Abeta rescue = qHTS for compounds that reverse cellular toxicity of Amyloid beta (A-beta) peptide in yeast: Primary Screen | hit rate 0.063% among 410,000 | yeast expressing A-beta42, growth rescue, OD600, 48 h; response scale: 0% DMSO, 100% iron-clioquinol control | Potency, µM (series often up to 46.1 µM), for inactives: at the top dose growth rescue, usual class: activators; also: potency is read from the fitted curve at half-maximal effect; nearly all actives have a fitted effect of over 55% in size
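Yeast A-beta toxicity model in growth medium with pinned compounds, 48 h at 30 C; growth read as absorbance at 600 nm. Normalized to FeCl3/clioquinol equimolar mix (positive) and DMSO (negative).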
Akt phos inh = HTS Assay for Inhibitors of Akt Phophorylation: Primary Screen; Neuro2A IGF-stimulated pAkt S473 HTRF, 20 min; stronger effect = lower value; activity change, % for hits at 50 µM; hit rate 0.32% among 360,000; AID 651550, 2012; in the data active = activity change below about -80%; inconclusive = mostly about -51% to -80%; also: % is scaled to controls: 0 for no effect and ±100 for the full control effect
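Neuro2A cells in DMEM with 0.5% FBS, overnight at 37 deg C, given compound at single 50 µM final, then IGF (6 nM final) for 20 min at 37 deg C. Lysed; phospho-Akt Ser473 by HTRF after 24 h, 665/615 ratio.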
Nrf2 block = Nrf2 qHTS screen for inhibitors. Potency, µM (doses to about 46 µM), inactives show at the top dose activity change, negative = inhibition, hits mostly inhibitors. A549 ARE-Fluc reporter, luciferase luminescence, 18-24 h. hit rate 2.1% among 360,000. AID 504444, 2011; also: potency is read from the fitted curve at half-maximal effect; % is scaled to controls: 0 for no effect and ±100 for the full control effect; nearly all actives have a fitted effect of over 60% in size
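Concentration-response testing used A549 ARE_Fluc cells at 5000 cells/well. Following an 18-24 h compound incubation, viability was read by fluorescence (Ex 405/Em 525) and luciferase output by luminescence.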
HepG2 viability = qHTS for Inhibitors of TGF-b: Cytotox Counterscreen; hit rate 0.76% among 410,000; AID 588856, 2011; Potency, µM (doses to about 46.1 µM), for the others: at the highest dose activity change, negative = cytotoxicity, hits mostly cytotoxic; HepG2 CAGA-GFP viability, ATP luminescence, 18 h; also: potency is read from the fitted curve at half-maximal effect; some results filed as inactive show a strong effect at the top dose
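HepG2 CAGA-GFP cells (1000/well, DMEM with 1% FBS) received compound, then TGF-beta at 500 pg/mL final, and were incubated 18 hours at 37 degrees C. Viability was read by CellTiter-Glo luminescence. Media-only wells were set as complete cell-killing and DMSO as no toxicity.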
MmCpn inh = Inhibitors of TCP-1 ring complex (TRiC) of Methanococcus maripaludis (MmCpn): qHTS; purified Mm-Cpn ATPase, ADP Transcreener TR-FRET; hit rate 0.031% among 330,000; Potency, µM (titrated, usually from 76.9 µM), without a hit: at the highest dose activity, negative = inhibition, hits mostly inhibitors; AID 504842, 2011; also: potency is read from the fitted curve at half-maximal effect; % is scaled to controls: 0 for no effect and ±100 for the full control effect; nearly all actives have a fitted effect of over 80% in size
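Purified archaeal Mm-CPN (25nM final) preincubated 10 min at 37degC with compound, then 10uM ATP for 30 min at 37degC; ADP measured by HTRF Transcreener TR-FRET; buffer 30 mM TRIS pH 7.4, 100mM KCl, 5mM MgCl2, 1mM DTT.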
TGFb SMAD3 inh = qHTS for Inhibitors of TGF-b; HepG2 CAGA-GFP TGF-b/SMAD3 reporter, GFP fluorescence, 18 h; TGF-beta stimulated, 500 pg/mL final; Potency, µM (titrated, usually from 46.1 µM), without a hit: at the highest dose activity, negative = inhibition, usual class: inhibitors; hit rate 1.2% among 410,000; AID 588855, 2011; also: potency is read from the fitted curve at half-maximal effect; % is scaled to controls: 0 for no effect and ±100 for the full control effect; nearly all actives have a fitted effect of over 65% in size
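HEPG2 CAGA-GFP cells (1000/well, DMEM with 1% FBS) were pre-incubated 2 h at 37 degrees C, given compound by pin tool, then stimulated with TGF-beta at 500 pg/mL final for 18 h before per-cell GFP fluorescence imaging.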
A549 viability = Nrf2 qHTS screen for inhibitors: counterscreen for cytotoxicity | A549 ARE-Fluc cells, CellTiter-Fluor viability, 18-24 h | Potency, µM (series often up to 46 µM), for inactives: at the highest dose activity change, negative = cytotoxicity, usual class: inhibitors | hit rate 0.16% among 390,000 | AID 504648, 2011; also: potency is read from the fitted curve at half-maximal effect; % is scaled to controls: 0 for no effect and ±100 for the full control effect
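A549 ARE_Fluc cells in 5% FBS OPTI-MEM were exposed to compounds in concentration-response for 18-24 h at 37 deg C. Viability was read by CellTiter-Fluor fluorescence (Ex 405/Em 525) after 30 min, before the luciferase read.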
CCT chaperon mod = High-Throughput Screening for Modulators of Cytosolic Chaperonin Activity; purified chaperonin ATPase assay, HTRF ADP detection, 30 min; activity change, % (no concentration beside the values), hits read low; hit rate 0.3% among 360,000; in the data active = activity change below about -30%; also: % is scaled to controls: 0 for no effect and ±100 for the full control effect
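First, chaperonin was dispensed at 40 nM or 20 nM final depending on batch activity. Next, compounds were pinned at 76 uM and ATP added at 10 uM. After 30 min at 37 °C, ADP detection reagents ran 30 min at ambient temperature.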
* hit, by the source's call; i = inactive; ? = inconclusive; . = not tested or not shown; & = joins results of further samples; [ ] = dose if it differs, or a comment. Unless noted, calls follow the shape of the dose curve; as a rule, active = well fitted curve in the direction sought with a large enough effect; inconclusive = small, poorly fitted or top-dose-only effect, or another doubt; inactive = no such curve, though single readings can be large; an effect the other way counts as inactive or inconclusive.

Screens in order: Nrf2 activator, A549 viability, CCT chaperon mod, Abeta rescue, Akt phos inh, HepG2 viability, TGFb SMAD3 inh, MmCpn inh, Nrf2 block
> Cc1ccc(OCCOCCn2c(-c3ccc(Cl)cc3)nc3ccccc3c2=O)cc1
    4.4%, 11%, ., -6%, ., -1%, -18%, ., 1%
> O=C(Nc1ccc(F)c(Cl)c1)C1CC(=O)N(Cc2ccccc2)C1 (stereo unspecified)
    0.3%, -6%, -1.2, -8%, i, 22%, -24%, ., 4%
> Cc1oc2ccc(NS(=O)(=O)c3ccc(F)cc3)cc2c1C(=O)O
    0.1%&-2.8%, ?, 0.3, -14%&-12%, i, -5%&0%, 2%&12%, 3%, -10%&-9%
> CCOC(=O)C1(CCCc2ccccc2)CCN(C(=O)[C@@H]2C[C@@H](C)NC(=S)N2)CC1
    -0.1%, 8%, -3.5, 8%, i, -2%, ?, 2%, 1%
> CC(=O)Nc1cccc(NC(=O)CSc2nc(=O)n(Cc3ccccn3)c3c2CCC3)c1
    0.5%, 0%, 3.2, 1%, i, 7%, 0%, -2%, -14%
> COC(=O)Cn1c(=NC(=O)c2ccc(S(=O)(=O)N3CCc4ccccc4C3)cc2)sc2cc(OC)ccc21
    0.4%, 2%, 0.0, 5%, i, 32%, 5%, -24%, 10%
> Cc1ccccc1NC(=S)NCCC(c1ccccc1)c1ccccc1
    3.2%, 9%, -8.1, 0%, i, -12%, ?, 0%, -3%
> Cc1ccc(Cn2c(SCC(=O)N/N=C/c3ccc(C)o3)nc3ccccc32)cc1
    8.5%, -1%, -0.9, 4%, i, -24%, -14%, -1%, -14%
> COc1cccc(C2/C(=C(/O)c3cnn(-c4ccccc4)c3C)C(=O)C(=O)N2CCN(C)C)c1 (stereo unspecified)
    18%, 7%, -1.5, 7%, i, -1%, 9%, 0%, .
> COc1ccc2c(c1)c1c(c(=O)n(Cc3ccccc3)c(=O)n1CC(=O)NCc1ccccc1Cl)n2C
    -1.0%, 2%, ., -4%, ., -18%, -6%, ., 6%[9.27 µM]
> COc1ccc(CNC(=O)[C@H](C)NC(=O)C2CCN(S(=O)(=O)c3ccc(C)cc3)CC2)cc1
    -0.5%, -2%, -1.9, 10%, i, 3%, 2%, -1%, 17%
> O=C(Cc1cccs1)Nc1cccnc1
    0.3%, -5%[1.84 µM], -3.4, -3%, i, -16%, -12%, 1%, 5%
> COc1ccccc1NC(=O)C1CCN(S(=O)(=O)c2ccc3[nH]c4c(c3c2)CCCCC4)CC1
    0.6%, 14%, ., -2%, ., -21%, ?, ., ?
> O=c1c2cc(Br)ccc2[nH]c(=S)n1Cc1cccnc1
    1.7%, -13%, 1.4, 6%, i, -10%, -26%, 2%, -26%
> O=C(Nc1ccn(CCCNC2CCN(Cc3ccccc3)CC2)c(=O)n1)OCc1ccccc1
    -1.5%, ., 1.1, 3%, i, 6.3µM*, -1%, ., .
> Cc1nc(C)c(-c2csc(Nc3ccc(S(N)(=O)=O)cc3)n2)s1
    0.4%, -1%, -0.3, -8%, i, 9%, -13%, -5%, ?
> Cc1cccc(NC(=O)c2cc(-c3cccnc3)nc3c(C)cccc23)n1
    2.1%, ?, -0.5, 15%, i, -39%, ?, ?, ?
> O=C(NN=C(c1ccccc1)c1ccccn1)c1ccccc1
    ?, ?, -1.0, -55%[inhibitor], i, -19%, ?, 1%, 5.2µM*
> COC(=O)c1ccccc1NC(=O)CN1CCC(n2nnc3cc(C(F)(F)F)ccc32)CC1
    3.6%, 6%, -2.0, -7%, i, -23%, 0%, 3%, -6%
> Nc1ccc2c(c1)C(=O)c1ccccc1-2
    15%, 5%, 0.2, 8%, i, 6%, -11%, ., 25%
> CC(C)NS(=O)(=O)c1ccc(CCC(=O)N2CCOCC2)cc1
    0.0%, 3%, -1.0, 8%, i, -8%, 9%, 0%, 10%
> O=C(CSc1nnnn1-c1ccc2c(c1)OCCO2)N1CCc2ccccc21
    -0.5%, -1%, -2.9, 5%, i, 1%, -5%, -5%, -29%
> COc1cccc(N2CCN(C(=S)Nc3cccc(C)c3)CC2)c1
    -0.5%, ., -4.3, -11%, i, -1%, -18%, 2%, 0%
> Cc1ccccc1-c1noc(-c2ccc(N3CCN(c4ccccc4)CC3)c([N+](=O)[O-])c2)n1
    -0.2%, -5%, ., -17%, ., 1%, -3%, ., ?
> Brc1cnc2nc(SCc3nc4ccccc4[nH]3)[nH]c2c1
    8.5%, -5%, -0.2, -1%, i, -71%, -37%, 1%, 8%
> Cc1cccc(-c2nsc(SCC(=O)Nc3ccc4c(c3)OCO4)n2)c1
    3.4%, 8%, 1.7, -17%, i, -14%, -3%, -2%, -4%
> COc1ccc(S(=O)(=O)N2CN3CCN(C3)C2)cc1OC
    0.6%, -2%, -0.5, -7%, i, 2%, -9%, 0%, 0%
> O=C(OCc1c(Cl)cccc1Cl)c1cccnc1
    -0.4%, 2%, -0.8, -19%, i, -14%, -6%, 3%, 5%
> COc1cccc(/C=C/C(=O)OC(C)C(=O)Nc2c(C)n(C)n(-c3ccccc3)c2=O)c1 (stereo unspecified)
    25%, 0%, -2.9, -10%, i, -18%, 0%, 2%, -28%
> S=C1NC[C@H](c2ccccc2)N1CC1CCCCC1
    0.0%, 2%, -2.7, 2%, i, -3%, ?, ., ?
> COc1ccc(C(C(=O)NC2CCCC2)N(Cc2ccccc2)C(=O)CNC(=O)c2ccco2)cc1 (stereo unspecified)
    -0.4%, 3%, 1.5, 23%, i, -11%, 2%, 4%, -1%
> CC(NS(=O)(=O)c1ccc(OCC(=O)NCc2cccnc2)cc1)c1ccccc1 (stereo unspecified)
    0.1%, 1%, -1.0, -11%, i, -3%, 2%, 1%, -6%
> Nc1ccccc1OCCOCCOCCOc1ccccc1N
    -0.4%, 3%, 0.9, -5%, i, -11%, -16%, -1%, ?
> Nc1cc(OC(=O)c2ccc(F)cc2)nn1S(=O)(=O)c1ccc(F)cc1
    -0.8%, -5%, -1.1, -13%, i, -34%, 0%, 1%, ?
> Cc1ccc(C)c(OCCC(=O)Nc2cccc(S(=O)(=O)NC3=NCCCCC3)c2)c1
    2.0%, -2%, 1.8, 1%, i, -56%, -23%, 1%, ?
> O=C(NCc1ccccc1)NC(=O)c1ccccc1
    0.6%, -1%, 3.2, 24%, i, -10%, 20%, 0%, .
> COCCCn1c(=O)/c(=C\c2ccc(OC(F)F)c(OC)c2)s/c1=C(/C#N)C(N)=O
    0.6%, 0%, -1.3, 4%, i, 3%, 11%, 0%, -1%
> C=CCNC(=S)N1CCN(CCN=CC2=C(O)CC(c3ccco3)CC2=O)CC1 (stereo unspecified)
    -0.5%, 0%, 0.4, -7%, i, -2%, 4%, -3%, 9%
> CCOC(=O)N1CCC(n2c(=S)[nH]c3cc(OC)c(OC)cc3c2=O)CC1
    -0.2%, -7%, 0.2, 17%, i, 2%, 0%, 1%, -5%
> N/C(CSc1ncccc1C(F)(F)F)=N\O
    -0.6%, 6%, 0.7, 2%, i, 7%, 5%, 0%, 2%
> CCCCNC(=O)C1Cc2cc(S(=O)(=O)N3CCCCC3)ccc2N1C(C)=O (stereo unspecified)
    -0.8%, -5%, -0.9, 9%, i, 6%, -8%, 0%, 0%
> CC(C)(C)c1ccc(CNc2cc(N3CCOCC3)ccc2[N+](=O)[O-])cc1
    0.2%, -16%, 0.4, 7%, i, -7%, 16%, -8%, ?
> Cc1cc(NC(=O)c2ccc(Cl)c([N+](=O)[O-])c2)no1
    9.3%, 9%, -3.0, -13%, i, -18%, -1%, 3%, 3%
> CC(CCc1ccc(O)cc1)N1CCC(Oc2ccc(C(=O)N3CCCC3)cc2)CC1 (stereo unspecified)
    0.9%, -13%, -4.2, 3%, i, -8%, 13%, -2%, 0%
> COc1ccc(NC(=S)Nc2ccc3cn[nH]c3c2)cc1
    0.0%, -1%, -0.7, 3%, i, 0%, 2%, -5%, 3%
> Cc1ccc(N2C(=O)C3C4C=CC(CC4)C3C2=O)cc1[N+](=O)[O-] (stereo unspecified)
    -0.1%, -3%, 1.2, 4%, i, -12%, 0%, -1%, 13%
> O=C(O)CCC(=O)Nc1ccc(Br)cc1C(=O)c1ccc(Cl)cc1
    -0.5%, 9%, 0.6, ?, i, 6%, -4%, -1%, 9%
> O=C(CN1CCN(Cc2ccccc2)CC1)c1ccc(Br)cc1
    -0.3%, ?, 0.4, 9%, i, -3%, -1%, -2%, ?
> O=C(Nc1cccc(O)c1)c1ccccc1[N+](=O)[O-]
    0.1%, -3%, -0.8, -1%, i, -18%, -20%, -20%, -14%
> CCOC(=O)C1C(c2ccc(OC)cc2)N(C)OC1(O)C(F)(F)F (stereo unspecified)
    0.1%, 1%, 1.9, 4%, i, 4%, -19%, 1%, -3%
> ClN=C1C=CC=CC1=NCl
    3.2%, ., 0.8, -26%, ., -9%, ?, ., .

In another format: two of the compounds above
Structure: O=C(Nc1cccc(O)c1)c1ccccc1[N+](=O)[O-]
  Nrf2 activator: 0.1% | A549 viability: -3% | CCT chaperon mod: -0.8 | Abeta rescue: -1% | Akt phos inh: i | HepG2 viability: -18% | TGFb SMAD3 inh: -20% | MmCpn inh: -20% | Nrf2 block: -14%

Structure: CCOC(=O)C1C(c2ccc(OC)cc2)N(C)OC1(O)C(F)(F)F (stereo unspecified)
  Nrf2 activator: 0.1% | A549 viability: 1% | CCT chaperon mod: 1.9 | Abeta rescue: 4% | Akt phos inh: i | HepG2 viability: 4% | TGFb SMAD3 inh: -19% | MmCpn inh: 1% | Nrf2 block: -3%

Random draw from the library; any-hit rate near 4.3%.
